# RXFP1 antag: antagonists of human relaxin receptor RXFP1; AID 1259400; 350,000 tested, 0.59% active; activity change, negative = inhibition, % at 57.5 µM; HEK293-RXFP1, relaxin-stimulated cAMP HTRF, 30 min; active compounds read low; Q9HBX9;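 active = activity change of -60% or lower, but not beyond a set lower limit; inconclusive = change between -60% and -40%, or beyond the set limit; inactive = change above -40%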
# Target sequence (Q9HBX9 whole entry, looked up): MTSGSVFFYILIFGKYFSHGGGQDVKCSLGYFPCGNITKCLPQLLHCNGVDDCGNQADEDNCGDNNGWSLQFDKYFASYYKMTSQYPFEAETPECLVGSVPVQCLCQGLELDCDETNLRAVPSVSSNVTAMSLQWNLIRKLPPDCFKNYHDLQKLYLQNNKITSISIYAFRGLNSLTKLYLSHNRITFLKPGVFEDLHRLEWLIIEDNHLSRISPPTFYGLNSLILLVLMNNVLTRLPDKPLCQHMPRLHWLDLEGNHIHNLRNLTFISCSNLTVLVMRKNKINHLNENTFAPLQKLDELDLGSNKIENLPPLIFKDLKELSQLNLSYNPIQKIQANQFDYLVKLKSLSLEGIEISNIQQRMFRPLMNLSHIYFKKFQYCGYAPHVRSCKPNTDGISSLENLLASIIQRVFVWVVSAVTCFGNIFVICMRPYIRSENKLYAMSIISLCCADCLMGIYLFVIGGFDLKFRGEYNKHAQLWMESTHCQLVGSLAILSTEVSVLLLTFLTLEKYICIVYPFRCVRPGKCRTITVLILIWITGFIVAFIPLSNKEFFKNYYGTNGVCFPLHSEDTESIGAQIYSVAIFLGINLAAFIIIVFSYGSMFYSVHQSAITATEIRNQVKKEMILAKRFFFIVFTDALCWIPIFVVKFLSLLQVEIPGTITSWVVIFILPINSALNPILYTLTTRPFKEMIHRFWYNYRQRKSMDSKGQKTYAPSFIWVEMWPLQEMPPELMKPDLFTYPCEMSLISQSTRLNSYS
# * = called active by the depositor; ? = inconclusive. % is set by controls: 0 for no effect and ±100 for the full control effect. The list is partial. The share of hits here may be higher or lower than overall.
SMILES,RXFP1 antag
COc1ccccc1NS(=O)(=O)c1cc(N)ccc1N1CCOCC1,-2
COc1cc(OC)cc(-c2nnc(SCC(=O)N3c4ccccc4Sc4ccccc43)o2)c1,-10
CCO[C@@H]1O[C@H](C(COCc2ccccc2)OCc2ccccc2)[C@H](OCc2ccccc2)[C@H]1O (stereo partly drawn),?
COC1C(CO)OC(n2cnc3c(=S)nc(N)[nH]c32)C1O (stereo not drawn),-13
CC1CN(S(=O)(=O)c2ccc(C(=O)N(C)C3CCCCC3)cc2)CC(C)O1 (stereo not drawn),16
CC(C)(CN1CCCN(CC(C)(C)C(=O)O)C1=O)C(=O)O,9
CC1CCC2(CC1)NC(=O)N(CC(=O)Nc1cc(S(=O)(=O)N3CCCC3)ccc1Cl)C2=O (stereo not drawn),-10
CCOC(=O)CC1=CCc2c1ccc(OC)c2OC,-4
O=C(O)c1c2cc(Br)ccc2nc2[nH]c(=O)[nH]c(=O)c12,10
CC1CCN(C(=O)CCn2c(=O)oc3ccc(Cl)cc32)CC1,-1
COc1ccccc1NS(=O)(=O)c1ccc(C)c(NS(=O)(=O)c2cc(NC(C)=O)ccc2OC)c1,0
O=C(COC(=O)Cc1n[nH]c(=O)c2ccccc12)NNC(=O)c1ccc(Br)cc1,3
CCCCCC(=O)N1C[C@H](O)[C@@H](n2cc(C3CC3)nn2)C[C@@H]1c1ccc(OC)cc1,-2
COC(=O)c1ccc(NCc2cc(O)ccc2O)cc1O,?
Cc1cc(-c2ccccc2)cc(=O)[nH]1,-7
CCC(C(=O)Nc1ccccn1)c1ccccc1 (stereo not drawn),-16
CCNC(=O)Nc1cc(S(=O)(=O)N2CCOCC2)ccc1N1CCCCC1,0
Cc1ccccc1NC(=O)Cc1nc(COC(=O)CNC(=O)c2ccc(Cl)cc2Cl)cs1,-5
Cc1cc(NC(=O)CSc2nc(C)c(C)n2CC(C)C)no1,-3
C[C@H](CO)N1C[C@H](C)[C@@H](CN(C)C(=O)c2ccncc2)OCc2cnnn2CCCC1=O,1

# Another view of 7 compounds above:
Compound	RXFP1 antag
CCCCCC(=O)N1C[C@H](O)[C@@H](n2cc(C3CC3)nn2)C[C@@H]1c1ccc(OC)cc1	-2
C[C@H](CO)N1C[C@H](C)[C@@H](CN(C)C(=O)c2ccncc2)OCc2cnnn2CCCC1=O	1
COc1ccccc1NS(=O)(=O)c1ccc(C)c(NS(=O)(=O)c2cc(NC(C)=O)ccc2OC)c1	0
Cc1ccccc1NC(=O)Cc1nc(COC(=O)CNC(=O)c2ccc(Cl)cc2Cl)cs1	-5
O=C(COC(=O)Cc1n[nH]c(=O)c2ccccc12)NNC(=O)c1ccc(Br)cc1	3
COC(=O)c1ccc(NCc2cc(O)ccc2O)cc1O	?
Cc1cc(NC(=O)CSc2nc(C)c(C)n2CC(C)C)no1	-3

# The listing continues.
SMILES,RXFP1 antag
O=C(NCc1ccccc1F)C1CC(=O)N(Cc2ccco2)C1 (stereo not drawn),1
CCCN(CC1CC1)C(=O)COC(=O)c1ccc(C)cc1O,-27
CC(C)CN(C(=O)COC(=O)C12CC3CC(CC(O)(C3)C1)C2)c1c(N)n(Cc2ccccc2)c(=O)[nH]c1=O,6
C[C@H]1CN([C@@H](C)CO)C(=O)c2c(c3ccccc3n2C)-c2ccccc2CO[C@H]1CN(C)Cc1cccc(F)c1,-7
Cc1cc(C)c(NC(=O)COC(=O)C2CCCO2)c(C)c1 (stereo not drawn),4
CCN(CC)CCNc1ccc(C)c2sc3ccc(O)cc3c(=O)c12,-26
CC(=O)c1ccc(OCc2cc(C(=O)N3CCN(C4CCCC4)C(=O)C3)no2)cc1,-7
CN(C(=O)C=Cc1ccccc1)c1ccccc1,-3
Nc1ccc2c(c1)C(O)c1ccc(Cl)cc1-2 (stereo not drawn),-6
CC1CCCC(NC(=O)COC(=O)c2n[nH]c3ccccc23)C1C (stereo not drawn),9
Cc1cc(C)cc(OCC(=O)OCC(=O)NC2CC2)c1,8
CS(=O)(=O)c1ccc(C(=O)OCC(=O)Nc2cccnc2Cl)cc1[N+](=O)[O-],-5
O=C(CSc1n[nH]c(=O)n1C1CC1)Nc1ccc(OC(F)(F)F)cc1,-16
COc1ccc(N2CCN(C(=O)CN3c4cccc5cccc(c45)S3(=O)=O)CC2)cc1,-2
NS(=O)(=O)c1ccc(NC(=O)CNC(=O)c2ccc3c(c2)OCO3)cc1,4
Cc1cccc(N2CC(C(=O)Nc3ccccc3N3CCOCC3)CC2=O)c1C (stereo not drawn),-11
CCCCN1C[C@H](c2ccccc2)[C@@H](CC(=O)NC)C1=O,9
CC1C(=O)N(Cc2cn(CCC3OCCCO3)nn2)CCS(=O)(=O)N1Cc1ccc(-c2ccc(F)nc2)cc1 (stereo not drawn),7
COc1ccccc1NS(=O)(=O)c1cc(C(=O)NC2CC(C)(C)NC(C)(C)C2)ccc1Cl,-6
C=CCOC1COC2C(OCC=C)COC12 (stereo not drawn),-7

# 3 of the compounds above, tab-delimited:
smiles	RXFP1 antag
CCCN(CC1CC1)C(=O)COC(=O)c1ccc(C)cc1O	-27
CCO[C@@H]1O[C@H](C(COCc2ccccc2)OCc2ccccc2)[C@H](OCc2ccccc2)[C@H]1O (stereo partly drawn)	?
Cc1cc(C)cc(OCC(=O)OCC(=O)NC2CC2)c1	8

# Other results follow:
SMILES,RXFP1 antag
CN(C)CCc1c[nH]c2ccc(CS(=O)(=O)N3CCCC3)cc12,2
COc1cc(OC)cc(C(=O)OCC(=O)NC2CCCCCCC2)c1,5
C[C@@H]1CN([C@H](C)CO)S(=O)(=O)c2ccc(Br)cc2O[C@@H]1CN(C)C(=O)Nc1ccc(C(F)(F)F)cc1,1
CC(C)C1Cc2ccccc2-c2[nH]c(=S)[nH]c(=O)c21 (stereo not drawn),25
Cc1ccc(S(=O)(=O)c2nc(-c3ccccc3Cl)oc2N2CCN(C)CC2)cc1,-4
Cc1cccc(NC(=O)c2nc[nH]c2C(=O)NC[C@H](C)O)c1,-1
Cc1nn(-c2ccccc2)c(C)c1C(=O)OC(C)C(=O)NC1CCCCC1 (stereo not drawn),-7
CCN(CC)C(=O)Cn1cc(S(=O)(=O)CC(=O)N2CCOCC2)c2ccccc21,-7
FC(F)(F)c1nc2nccnc2[nH]1,-8
CC(=O)Nc1cccc(OCCCOc2cccc([N+](=O)[O-])c2)c1,-10

# The final 2 compounds of the section above open the next one:
SMILES,RXFP1 antag
FC(F)(F)c1nc2nccnc2[nH]1,-8
CC(=O)Nc1cccc(OCCCOc2cccc([N+](=O)[O-])c2)c1,-10
O=C(CN(CC(=O)N1CCOCC1)S(=O)(=O)c1ccc(Br)s1)N1CCOCC1,6
O=C(COC(=O)CNC(=O)c1ccc(Cl)cc1)Nc1ccc(Cl)cn1,0
COc1cnn(-c2ccc([N+](=O)[O-])cc2)c(=O)c1Cl,-3
COc1ccc(CN(C)C(=O)c2cccc(NC(=O)CC3SC(N4CCCCC4)=NC3=O)c2)c(OC)c1 (stereo not drawn),-26
COc1ccc(C(=O)NCCCc2ccccc2)cc1,-10
CN1CCC(N(Cc2cccs2)c2ccccc2)CC1,-10
CC1CCCC(NC(=O)COC(=O)/C=C/c2ccc(F)cc2)C1C (stereo not drawn),-2
Cc1ccc(N(CC(=O)NC(C)C)C(=O)CCC(=O)Nc2ccccn2)c(C)c1,5
Cn1nc(C(=O)Nc2ccc(-n3cnnn3)cc2)c2ccccc2c1=O,-4
CC(=O)Nc1ccc2sn(-c3ccccc3)c(=O)c2c1,-19
CCOC(=O)c1ccc(C#Cc2ccc3c(c2)C(C)(C)CCS3)nc1,-12
NC(=O)c1ccsc1NC(=O)COC(=O)[C@@H]1CCCN1C(=O)c1cccs1,-2
COc1cccc(NC(=O)c2ccccc2NC(=O)c2ccncc2)c1,2
CCOc1cc(C(=O)NCC(C)(C)CNC(=O)c2cc(OCC)c(OCC)c(OCC)c2)cc(OCC)c1OCC,6
NC(=S)NN=C1CCSCC1,-2
CN(CC1COc2ccccc2O1)C(=O)CSc1ncccn1 (stereo not drawn),-1
COc1ccc(C2CC(c3ccccc3)=NN2C(=O)CSc2nnnn2-c2cccc(C)c2)cc1 (stereo not drawn),2
COc1ccc(CNC(=S)Nc2cccc(Cl)c2)cc1,0
O=C(C=Cc1ccccc1O)c1ccccc1O,-66*
Cn1c(=O)c2c(ncn2CC(=O)OCC(=O)c2ccc(OC(F)F)cc2OC(F)F)n(C)c1=O,-5
NC(=O)C1CC2(C1)CC(C(N)=O)C2 (stereo not drawn),-14
O=C(CN1CCN(C(=O)CNC(=O)c2ccc(-c3ccccc3)cc2)CC1)Nc1ccccc1Cl,-4
CC(C)NC(=O)N(C)C[C@@H]1Oc2cc(Br)ccc2S(=O)(=O)N([C@@H](C)CO)C[C@H]1C,8
Cn1c(N2CCN(c3ccccn3)CC2)nc2c1c(=O)n(Cc1ccccc1Cl)c(=O)n2C,-12
O=c1ncn(-c2cccc(Cl)c2)c2ccccc12,-1
CC(CNC(=O)c1ccccc1Cl)NC(=O)c1ccccc1Cl (stereo not drawn),10
CC(C)c1ccc2c(c1)C(N1CCN(C)CC1)Cc1cccnc1S2 (stereo not drawn),?
CC(=O)Nc1ccc(S(=O)(=O)Nc2nc(C)nc3sc(C)c(C)c23)cc1,8
COc1ccc(C(=O)COC(=O)/C=C/c2ccccc2[N+](=O)[O-])cc1,-10
Cc1ccc(NC(=O)COC(=O)CC2CC3CCC2C3)cc1S(=O)(=O)N1CCOCC1 (stereo not drawn),-8
O=C(CC(=O)NN=Cc1ccc2c(c1)CCC2)NN=Cc1ccc2c(c1)CCC2,-5
COc1ccc(S(N)(=O)=O)cc1C(=O)OCC(=O)Nc1sccc1C#N,-2
O=C1NN(c2ccccc2)C(=O)C1=Cc1ccccc1,6
COC1OCC(O)C(NC(=O)N(C)N=O)C1O (stereo not drawn),-1
COCCn1c(N)c(N(Cc2ccccc2)C(=O)C(C)Oc2ccc(Br)cc2)c(=O)[nH]c1=O (stereo not drawn),-2
COc1ccc(CNC(=O)COC(=O)c2sccc2C)cc1OC,-4
O=C(NCc1ccco1)C(c1ccco1)N(C(=O)Cn1nnc2ccccc21)c1ccc2c(c1)CCC2 (stereo not drawn),-5
CC(C)[C@H](NC(=O)c1ccc(Cl)cc1Cl)C(=O)OCc1nc2ccsc2c(=O)[nH]1,1
CN(C)CCNC(=O)c1cccc2[nH]c(-c3ccncc3)nc12,-10
CCC(=O)N=c1sc2c(OC)ccc(OC)c2n1C,1
N/C(=N\OC(=O)c1ccccc1)C(Cc1ccccc1)C(=O)NOC(=O)c1ccccc1 (stereo not drawn),1
Nc1nc2ccccc2n1/N=C/c1cccnc1,-11
Cc1ccc([C@H]2C[C@@H](n3cc(-c4ccc(F)cc4)nn3)[C@H](O)CN2C(=O)c2cccs2)cc1,-11
CC(NS(=O)(=O)c1cc2c3c(c1)CCN3C(=O)CC2)c1ccccc1 (stereo not drawn),0
COc1ccc(NC(=O)Nc2c(O)ccc3ccccc23)cc1,7
CC1=C(C(=O)N(C)C)CC(CC(=O)NCc2cccs2)C(=O)N1CCCN1CCCC1=O (stereo not drawn),9
CSCCC(NC(=O)COc1ccccc1)C(=O)N1CCN(c2cccc(C(F)(F)F)c2)CC1 (stereo not drawn),3
O=[N+]([O-])c1nccn1CO[C@@H](CO)[C@H](O)CO,8
CC1CC2CCCC(O)=C2C(=O)O1 (stereo not drawn),15
CSc1ncccc1C(=O)NNC(=O)c1csc(N2CCOCC2)n1,8

# (listing goes on)
SMILES,RXFP1 antag
CN1CCN(C(=O)CCn2c(=S)[nH]c3ccccc3c2=O)CC1,-6
Cc1c[n+]([O-])ccc1[N+](=O)[O-],-7
Cc1cccc(S(=O)(=O)N(C)C[C@@H]2OCc3cn(nn3)CCCC(=O)N([C@@H](C)CO)C[C@H]2C)c1,-7
CC1C(=O)N(Cc2cn(Cc3ccco3)nn2)CCS(=O)(=O)N1Cc1ccc(-c2ccc(F)nc2)cc1 (stereo not drawn),-11
CCC1(c2ccc(F)cc2)NC(=O)N(CC(=O)NC2CCCC(C)C2C)C1=O (stereo not drawn),-4
CCCCCCN1C[C@H](O)[C@@H](n2cc(C3CC3)nn2)C[C@@H]1c1ccccc1,-1
CCOC(=O)C1=C(CC)Nc2ccccc2N=C1NC(=O)c1ccc(OC)c(S(=O)(=O)N2CCOCC2)c1,4
O=C(COC(=O)c1ccc(F)cc1F)Nc1ccc(S(=O)(=O)N2CCOCC2)cc1,-2
CCOC(=O)CCCCCC(=O)Nc1ccc2c(c1)C(=O)N([C@@H](C)CO)C[C@H](C)[C@H](CN(C)S(=O)(=O)c1ccc(OC)cc1)OCCCC[C@H](C)O2,-3
CC(C)CN(C(=O)COC(=O)c1ccccc1SCC(=O)N1CCCC1)C1CCS(=O)(=O)C1 (stereo not drawn),-1
COc1ccc(CNC(=O)COC(=O)/C=C/c2cccc(Cl)c2)cc1,-22
CNc1n[nH]c(-c2ccccc2)n1,-6
O=C1C(=C(I)I)c2ccccc2-c2ccccc21,-4
CN(CCOc1ccc(Cl)cc1)C(=O)c1cccc(S(=O)(=O)N2CCN(Cc3ccccc3)CC2)c1,2
CC(=O)C(=Nc1cccc(Cl)c1)NNc1ccccc1C,1
COc1cccc(NC(=S)NC(=O)Cc2ccccc2)c1,6
CCCCN(C(=O)c1cc(S(=O)(=O)N2CCOCC2)ccc1N1CCOCC1)c1ccccc1,-2
